HSF1 inhib: HSF1 inhibition; NIH3T3-HGL HSE-luciferase, MG132-induced, luminescence 8 h; active compounds read low; activity change, negative = inhibition, % at 7.5 µM (by protocol); 300,000 compounds, 0.77% hits; AID 2098;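 active = more than half of replicate wells show activity change below -50%, luminescence cut by over half; inconclusive = some wells, but at most half, below -50%; inactive = no replicate well below -50%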;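 note: luciferase reports HSF-1 transcriptional activity via heat shock element; 0% = median of DMSO wells and -100% = zero luminescence signal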
HDAC3 inhib: human HDAC3 inhibition; O15379; recombinant HDAC3, fluorogenic peptide/trypsin coupled, fluorescence; inhibition, % at 8.3 µM; 320,000 compounds, 0.15% hits; in the data active = inhibition above about 26%, passing the limit was not always enough; inconclusive = no clear call, values can overlap the other calls
Target sequence (O15379 whole entry, looked up): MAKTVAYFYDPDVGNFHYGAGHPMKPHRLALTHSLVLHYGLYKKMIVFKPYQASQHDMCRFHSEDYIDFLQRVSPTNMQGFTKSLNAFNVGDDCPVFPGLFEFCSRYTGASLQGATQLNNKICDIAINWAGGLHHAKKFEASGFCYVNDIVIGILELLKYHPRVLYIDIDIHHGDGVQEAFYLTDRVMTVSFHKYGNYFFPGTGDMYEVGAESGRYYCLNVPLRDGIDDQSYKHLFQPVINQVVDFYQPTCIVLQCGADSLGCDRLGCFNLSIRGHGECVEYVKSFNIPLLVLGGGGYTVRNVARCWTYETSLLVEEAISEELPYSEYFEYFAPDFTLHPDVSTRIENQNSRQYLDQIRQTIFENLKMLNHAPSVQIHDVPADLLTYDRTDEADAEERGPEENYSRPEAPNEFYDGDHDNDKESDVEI
GSK3B inh: blocks human GSK3beta kinase activity; P49841; GST-GSK3beta kinase, ADP-Glo luminescence, 60 min; active compounds read low; activity score (negative = inhibition), % at 10 µM; 300,000 compounds, 0.038% hits; AID 2097;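 active = more than half of replicate wells score below -50%, meaning over 50% inhibition versus plate controls; inconclusive = some replicates but at most half score below -50%; inactive = no replicate scores below -50%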;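 note: 0% = median DMSO wells and -100% = median GW8510 positive control wells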
Target sequence (P49841 whole entry, looked up): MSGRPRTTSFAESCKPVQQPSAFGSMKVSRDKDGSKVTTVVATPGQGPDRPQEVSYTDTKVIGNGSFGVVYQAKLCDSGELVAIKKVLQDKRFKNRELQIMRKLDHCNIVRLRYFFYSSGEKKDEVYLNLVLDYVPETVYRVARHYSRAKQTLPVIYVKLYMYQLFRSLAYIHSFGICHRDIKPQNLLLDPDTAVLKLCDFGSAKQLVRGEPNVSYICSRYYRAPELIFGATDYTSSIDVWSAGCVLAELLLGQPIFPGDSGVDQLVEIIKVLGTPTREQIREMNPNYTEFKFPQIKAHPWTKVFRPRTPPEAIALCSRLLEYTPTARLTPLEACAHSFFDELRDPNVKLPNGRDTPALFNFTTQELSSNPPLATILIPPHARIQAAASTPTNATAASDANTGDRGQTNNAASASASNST
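Test system: GST-tagged human GSK3beta kinase, cell-free; evaluation: activity score scaled between in-plate DMSO and GW8510 controls; measured by: ADP-Glo luminescence; incubation: 60 min reaction, RT; benchmarks: DMSO and 20 µM GW8510; reagent: peptide substrate plus 25 µM ATP (final); medium: Tris/MgCl2 kinase buffer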
GSK3A inh: inhibitors of human GSK-3 alpha kinase; P49840; ADP-Glo luminescence, 60 min; inhibition, % at 10 µM; 320,000 compounds, 0.1% hits;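 in the data active = inhibition above about 50%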;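 note: GST-tagged GSK-3 alpha with peptide substrate and 25 µM ATP; 0% = DMSO neutral wells and 100% = GW8510 positive control wells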
PolyA inhibitor: inhibitors of polyadenylation in S. cerevisiae; S. cerevisiae SKY197-pL101 polyadenylation reporter, beta-gal luminescence; efflux-impaired pdr1/pdr3 knockout yeast; score 100 = 6 SD above DMSO; calls only at 12 µM; 300,000 compounds, 0.02% hits; AID 1875;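 active = lowest replicate activity score at least 50, where 100 means six control SD above control mean; inconclusive = lowest score under 50 but half or more replicates reach 50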;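 note: yeast exposed to compound for 9 h at 30 °C; higher score means more reporter readthrough which indicates perturbed polyadenylation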
HSP90 inh: HSP90 refolding inhibition in rabbit reticulocyte lysate; AID 1789; inhibition, % at 5.6 µM; luciferase refolding luminescence, 3 h; 290,000 compounds, 0.91% hits;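 active = inhibition above the screen-wide mean plus 3 SD, computed separately per campaign, cut at about 16% in these data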;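 note: 0% = DMSO wells and 100% = 60 µM geldanamycin wells; inhibitors lower the luminescence because luciferase stays unfolded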
Dyrk1A ADPGlo: blocks rat Dyrk1A kinase activity; Q63470; ADP-Glo luminescence, NFATc1 peptide; inhibition, % at 12.5 µM; AID 504441; 310,000 compounds, 0.43% hits; in the data active = inhibition above about 50%;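 note: plate controls were vehicle with enzyme for no effect and no enzyme for full effect; many of its hits are not listed in these tables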
Platelet DG rel: platelet dense granule release activity | AID 1663 | 300,000 compounds, 0.22% hits | inhibition, %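 (compounds screened at 7.5 µM in platelet-rich plasma)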 | human platelet-rich plasma, SFLLRN dense granule ATP release, luminescence;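 active = mean replicate score, as percent of positive control, at or above 50; inconclusive = mean below 50 but at least one replicate at or above 50; inactive = mean and every replicate below 50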
HSF-1 act: increases HSF-1 driven luciferase reporter signal; 300,000 compounds, 1.7% hits; NIH3T3-HGL HSF-1 luciferase reporter, MG132, 8 h; 100% = twice DMSO control signal; AID 504408; activation, % at 9 µM;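 active = mean replicate activation of at least 50% with a set share of replicates each reaching 50%; inconclusive = only one of those two conditions met; inactive = mean below 50% and too few replicates reaching it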;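 note: 0% = median of the neutral control wells and 100% = twice that signal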
AI-2 QS modul: modulates the Vibrio harveyi AI-2 quorum sensing system; Vibrio harveyi JMH597 AI-2 luminescence/OD600 ratio, 9 h; active compounds read low; strain lacks LuxN and CqsS sensors; 0 = neutral-control median; activity change, % at 7.5 µM; 300,000 compounds, 0.4% hits; in the data active = activity change below about -75%, passing the limit was not always enough; inconclusive = no clear call, values can overlap the other calls;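 note: luminescence divided by OD600 gain over 9 h not by final OD600 alone; inactives centre near 13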
* hit, by the source's call; i = inactive; ? = inconclusive; · = not tested or not shown. A portion of the library; the hit share may differ from the screen's.

Second line of a record: HSF1 inhib	HDAC3 inhib	GSK3B inh	GSK3A inh	PolyA inhibitor	HSP90 inh	Dyrk1A ADPGlo	Platelet DG rel	HSF-1 act	AI-2 QS modul
1: CSCc1ccc(C(=O)Nc2ccc(C(N)=O)cc2)cc1
→ 14	0	-4	0	i	4	-5	24	55*	17
2: Cc1cc(NC(=O)CSc2nc(-c3ccccc3)c(C#N)c(=O)[nH]2)no1
→ -12	·	-3	·	i	-2	9	6	-3	-4
3: Cc1nn(C)c(Cl)c1CN1CCCC(CO)(Cc2cccc(Cl)c2)C1 (stereo not drawn)
→ 0	9	2	1	i	2	-5	2	19	4
4: CCOC(=O)N1CCN(Cc2nc3cc([N+](=O)[O-])ccc3n2CC)CC1
→ -5	0	0	-1	i	3	-7	-3	1	17
5: Cc1ccc(S(=O)(=O)N2CCC(=O)N(C(COCc3ccc(Cl)c(Cl)c3)Cc3ccccc3)CC2)cc1 (stereo not drawn)
→ 0	9	3	-1	i	6	·	0	9	-4
6: O=C(CN(Cc1ccccc1)C(=O)c1csnn1)NCCc1ccccc1
→ -7	1	1	2	i	3	4	-6	-2	-1
7: CCc1ccc(C2=NN(c3ccc(S(N)(=O)=O)cc3)C(c3ccc(F)cc3)C2)cc1 (stereo not drawn)
→ -37	-2	-4	-2	i	-2	-9	0	-38	39
8: CC1(C)Cc2ccccc2C(c2cc3ccccc3oc2=O)=N1
→ -4	3	0	1	i	1	12	-13	-8	7
9: O=[N+]([O-])c1ccc(/C=N/Nc2nc(N3CCCC3)nc(N3CCCC3)n2)o1
→ -12	13	3	-3	i	-4	3	-4	-8	35
10: CC1(c2nnc(-c3cccc(Cl)c3)o2)CC(c2ccccc2F)=NO1 (stereo not drawn)
→ 0	3	0	6	i	·	6	4	9	11
11: CCOC(=O)CN1NC2(CCCC(C)C2)NC1=S (stereo not drawn)
→ -5	6	-1	-1	i	10	-1	1	9	7
12: CCOc1cc(C(=O)Nc2cccc(OCC(=O)N3CCOCC3)c2)cc(OCC)c1OCC
→ 7	-1	·	-1	i	-3	1	4	3	·
13: COc1ccc(-c2nc3ccccc3o2)cc1OC
→ 27	-2	·	-2	i	0	0	-8	?	·
14: COc1ccc(CN2CCCC(C(=O)c3ccc(SC)cc3)C2)cc1Cn1cccn1 (stereo not drawn)
→ -11	5	-2	0	i	1	1	2	-35	29
15: C/C(Cl)=C\Cn1c(O)c(N=O)c2ccccc21
→ -1	5	-5	-4	i	7	14	-9	-8	17
16: COc1ccccc1Nc1nc(C)nc2c1oc1ccccc12
→ -21	-7	-3	-4	i	-2	-4	3	-7	23
17: CC1(C)CC(=O)C2=C(C1)OC(/N=C/N1CCOCC1)=C(C#N)C2c1ccccc1 (stereo not drawn)
→ 1	-4	-5	1	i	-2	2	-114	11	6
18: Cc1occc1C(=O)NC(C)c1ccc2c(c1)OCO2 (stereo not drawn)
→ 2	1	-1	-2	i	1	-4	2	10	7
19: COc1ccccc1NC(=O)c1ccc(NC(=O)CSc2nncn2C)cc1
→ -3	-3	1	4	i	2	3	0	-12	3
20: COC(=O)c1ccc(CSc2nc3ccccc3c(=O)n2CC(C)C)o1
→ 36	8	-3	-2	i	2	12	-3	71*	22

Record cards, as listed above. Screens in order: HSF1 inhib	HDAC3 inhib	GSK3B inh	GSK3A inh	PolyA inhibitor	HSP90 inh	Dyrk1A ADPGlo	Platelet DG rel	HSF-1 act	AI-2 QS modul
Shown for `CCOc1cc(C(=O)Nc2cccc(OCC(=O)N3CCOCC3)c2)cc(OCC)c1OCC` → 7	-1	·	-1	i	-3	1	4	3	·
Shown for `COC(=O)c1ccc(CSc2nc3ccccc3c(=O)n2CC(C)C)o1` → 36	8	-3	-2	i	2	12	-3	71*	22
Shown for `COc1ccc(CN2CCCC(C(=O)c3ccc(SC)cc3)C2)cc1Cn1cccn1` (stereo not drawn) → -11	5	-2	0	i	1	1	2	-35	29

Continuation:
Second line of a record: HSF1 inhib	HDAC3 inhib	GSK3B inh	GSK3A inh	PolyA inhibitor	HSP90 inh	Dyrk1A ADPGlo	Platelet DG rel	HSF-1 act	AI-2 QS modul
21: CC1CC1c1ccc(/C=C(\C#N)C(=O)Nc2ccc(Cl)cc2Cl)o1 (stereo not drawn)
→ 8	2	4	-2	i	3	0	-5	20	-4
22: CCCn1nnc(NC(=S)NC(=O)/C=C/c2ccc(Cl)cc2)n1
→ 15	0	1	-4	i	-2	0	18	17	10
23: Cc1cccc(C(C)C)c1NC(=O)CN1C(=O)NC2(CCc3ccccc32)C1=O (stereo not drawn)
→ -5	1	3	0	i	·	1	8	-8	-2
24: Cc1occc1C(=O)Nc1ccccc1C#N
→ 0	10	1	-1	i	-1	-1	3	-8	16
25: Clc1cccc(Cl)c1COc1ccccn1
→ -1	2	0	0	i	0	12	2	1	12
26: COC(=O)c1cc(S(=O)(=O)Nc2nn(C)c3cccc(F)c23)oc1C
→ 0	·	0	-2	i	4	-3	-9	7	17
27: CCc1ccc(OCC(=O)NNC(=O)c2ccc(NC(=O)C3CC3)cc2)cc1
→ -2	5	-1	0	i	4	-12	8	-11	23
28: O=C(C1CCC1)N1CCN(c2ccnc3cc(Cl)ccc23)CC1
→ 5	8	-7	4	i	-9	29	-2	9	-9
29: O=C(c1c(F)cccc1F)N(Cc1ccccc1)Cc1ccccc1
→ 3	6	-2	-1	i	0	-4	-1	-5	-2
30: COc1cc(C(=O)NCCCc2nc3ccccc3n2Cc2cc(C)ccc2C)cc(OC)c1OC
→ 4	·	1	0	i	-3	-10	-1	-11	27

From compound 21 as far as 25, as listed above:
Second line of a record: HSF1 inhib	HDAC3 inhib	GSK3B inh	GSK3A inh	PolyA inhibitor	HSP90 inh	Dyrk1A ADPGlo	Platelet DG rel	HSF-1 act	AI-2 QS modul
21: CC1CC1c1ccc(/C=C(\C#N)C(=O)Nc2ccc(Cl)cc2Cl)o1 (stereo not drawn)
→ 8	2	4	-2	i	3	0	-5	20	-4
22: CCCn1nnc(NC(=S)NC(=O)/C=C/c2ccc(Cl)cc2)n1
→ 15	0	1	-4	i	-2	0	18	17	10
23: Cc1cccc(C(C)C)c1NC(=O)CN1C(=O)NC2(CCc3ccccc32)C1=O (stereo not drawn)
→ -5	1	3	0	i	·	1	8	-8	-2
24: Cc1occc1C(=O)Nc1ccccc1C#N
→ 0	10	1	-1	i	-1	-1	3	-8	16
25: Clc1cccc(Cl)c1COc1ccccn1
→ -1	2	0	0	i	0	12	2	1	12

(listing goes on)
Second line of a record: HSF1 inhib	HDAC3 inhib	GSK3B inh	GSK3A inh	PolyA inhibitor	HSP90 inh	Dyrk1A ADPGlo	Platelet DG rel	HSF-1 act	AI-2 QS modul
31: COC(=O)C(=Nc1ccccc1)/C(C(=O)C(=O)N(C)c1ccccc1)=C(\O)c1ccc(Cl)cc1
→ 7	-5	4	-7	i	-2	·	-1	20	16
32: CC(C)(C)SCCNC(=O)CN1C(=O)c2cccc3cccc1c23
→ -2	3	3	-1	i	-1	-3	1	1	11
33: Cc1sc2nc(SCC(=O)NCc3ccco3)n(C)c(=O)c2c1C
→ 9	4	-4	-2	i	3	6	-14	-3	19
34: Cc1c(C(=O)NCc2ccco2)sc2nc(-c3ccccc3)cn12
→ 5	·	-1	-1	i	1	0	-2	8	13
35: COC(=O)[C@@H](NC(=O)NCc1cccs1)C(C)C
→ -2	-3	-4	-2	i	1	1	-2	21	2
36: Cn1nc(-c2ccccc2)cc1NS(=O)(=O)c1ccc(C#N)cc1
→ 5	3	2	-7	i	5	7	0	15	30
37: CCn1ncc(NC(=S)Nc2ccc(OC)c(OC)c2)c1C(N)=O
→ 6	-3	3	-3	i	0	1	5	13	5
38: c1ccc(Cc2nc3ccccc3o2)cc1
→ -81*	1	1	-1	i	10	-1	-22	-84	10
39: COc1ccc(NC(=O)CCCN2C(=O)C(c3ccccc3)Oc3cccnc32)cc1 (stereo not drawn)
→ 1	2	-1	-3	i	-2	3	-6	5	5
40: Cc1c(C(=O)N/N=C/c2ccc(Cl)cc2)[nH]c2ccc(Cl)cc12
→ -13	-6	3	-1	i	-2	0	-6	-37	3
41: COC(=O)CCNC(=O)c1ccc2nc(Cc3ccc(OC)c(OC)c3)oc2c1
→ 19	8	0	-1	i	-2	-2	15	29	20
42: COc1cc(-c2nnc(COC(=O)c3cc(C)nc4ccc(C)cc34)o2)cc(OC)c1OC
→ 11	·	-1	·	i	1	-3	3	41	1
43: Cc1ccccc1CSCCNC(=O)c1ccc(Cl)c(S(=O)(=O)N2CCOCC2)c1
→ 5	6	3	5	i	-3	5	6	-7	24
44: Cc1nn(-c2ccccc2)c2c1cc1c(=O)n(C)c(=O)nc-1n2-c1ccccc1F
→ 2	-12	-34	-2	i	1	·	-7	21	6
45: Cc1ccc(-c2ccc(=O)n(Cc3cccc(Br)c3)n2)cc1
→ -3	-2	-1	-3	i	-1	13	0	10	-10
46: CC(=O)c1ccc(N(C(=O)CNC(=O)c2cccs2)C(C(=O)NCC2CCCO2)c2ccccc2)cc1 (stereo not drawn)
→ -10	3	4	1	i	4	-12	7	-18	7
47: Cc1cccc(C)c1NC(=O)CN(C)C(C)C(=O)Nc1ccccc1-c1ccccc1 (stereo not drawn)
→ 7	-5	-2	0	i	-2	-5	-4	-5	25
48: O=c1cc(-c2ccc3c(c2)OCO3)oc2ccccc12
→ 22	-3	-5	1	i	5	47	0	26	27
49: COCCN(C(=O)CNC(=O)c1ccco1)C(C(=O)NC1CCCC1)c1ccc(F)cc1 (stereo not drawn)
→ -4	-2	2	-2	i	-1	·	7	2	-7
50: O=C(/C=C/c1ccc(Cl)cc1Cl)Nc1ccc(CN2CCOCC2)cc1
→ -3	5	1	-1	i	0	2	-10	4	-5
51: CCC1CCCCN1Cc1nc2c(c(=O)n(C)c(=O)n2C)n1Cc1cccc2ccccc12 (stereo not drawn)
→ -9	-6	0	-1	i	·	·	3	0	29
52: CC(C)[C@H](NS(=O)(=O)c1ccccc1)C(=O)OCC(=O)Nc1ccc2c(c1)OCO2
→ -3	1	2	-3	i	-5	-2	1	-4	11
